FN deposition inh – fibronectin deposition inhibition; AH1F fibroblasts, Alexa488-fibronectin deposition fluorescence, overnight; inhibition, % at 12.6 µM; 350,000 compounds, 0.086% hits; AID 743247;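 active means mean inhibition across replicates of 30% or more, regardless of how many single replicates reach that level; inconclusive means mean under 30% yet at least half of replicates reach 30%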;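 further: positive control wells lacked labelled fibronectin entirely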
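Material: AH1F fibroblast monolayer depositing Alexa488-labelled fibronectin into matrix | Input: 10000 AH1F cells/well | Medium: DMEM plus 2% serum, read in PBS | Reagent: Alexa488-fibronectin, 24 nM final in well | Compound dosing: One dose per compound, pinned | Schedule: 1 h adhesion, overnight exposure | Measured by: Fluorescence at 485 nm excitation, 525 nm emission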
GSIS activator – primary screen for activators of insulin secretion dependent on glucose, INS-1E cells, GLuc reporter luminescence; INS-1E GLuc reporter insulin secretion, 2-3 h; activation, % at 16.6 µM; 370,000 compounds, 0.61% hits; AID 743287;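 active means lowest replicate activation of at least 40%, so every replicate reaches that level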;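 further: 0% = median of neutral control wells and 100% = median of IBMX positive control wells; some compounds called inactive have numbers as strong as hits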
F508del corr – CFTR F508del correction in bronchial cells; CFBE cells, YFP halide quenching; stimulated with forskolin plus potentiator P3; % fluorescence drop versus neutral controls; activity (quench increase), % at 7.58 µM; 350,000 compounds, 0.36% hits;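 active means mean added fluorescence quench of at least 8% versus neutral control, with both replicates also reaching 8%; inconclusive means only one of the mean or replicate conditions met; inactive means mean below 8% and not both replicates reaching 8%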;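 further: cells transiently co-express mutant CFTR-F508del with the halide-sensitive YFP; corrector assay measuring rescue of mutant channel to the surface after 24 h compound exposure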
miR122 inh – blocks miR-122 activity in Huh7 sensor cells. 340,000 compounds, 0.3% hits. Huh7 miR-122 Renilla luciferase sensor, 48 h; neutral wells = 0, positive control = 100. activation (reporter increase), % at 12.5 µM. AID 602342;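 active means mean replicate activation score at least 90 and every replicate individually at or above 90; inconclusive means only one of the two criteria met; inactive means neither criterion met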;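 further: higher luciferase means less miR-122 activity so hits act as miR-122 inhibitors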
C2C12 statin – protects C2C12 myotubes from simvastatin toxicity; ATP luminescence, 48 h; scaled: DMSO 0, geranylgeraniol control 100; 330,000 compounds, 0.78% hits; rescue of ATP level, % at 7.49 µM; AID 602340;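 active means mean ATP rescue above about 67%, or every replicate alone reaching that limit, limit read from the data, passing the limit was not always enough; inconclusive means no clear call, values can overlap the other calls; inactive means mean under the limit and some replicate under it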;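 further: myotubes were challenged with 10 µM simvastatin during compound exposure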
PglD DTNB – inhibitors of Campylobacter jejuni PglD acetyltransferase | purified PglD enzyme, DTNB colorimetric CoA detection | inhibition, % at 12.5 µM | 360,000 compounds, 0.098% hits | AID 602405; in the data active means inhibition above about 16%, passing the limit was not always enough; inconclusive means no clear call, values can overlap the other calls; further: strong numbers were not always called active
PGC1a acetyl inh – modulators of PGC1a acetylation. U2OS PGC1a acetylation, AlphaScreen anti-acetyl-lysine; with virally co-expressed GCN5 acetyltransferase. inhibition, % at 15.6 µM. 350,000 compounds, 0.17% hits. AID 651687;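 active means every replicate shows inhibition of at least 40%; inconclusive means mean inhibition at least 40% but some replicate below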;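 further: 0% = neutral control wells and 100% = positive control wells; some results beyond the cut were filed as inactive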
Cneo AK release – Cryptococcus neoformans lysis via adenylate kinase release | C. neoformans lysis, adenylate kinase release luminescence, 4 h; normalised: neutral wells 0, clomiphene wells 100 | lysis activity, % at 15 µM | 360,000 compounds, 0.2% hits;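 active means mean lysis activity across replicates of at least 80%, whatever share of replicates individually reach that level; inactive means mean lysis activity below 80%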
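Assay system: Cryptococcus neoformans yeast cells / Dosing: single-point compound dose / Timing: 4 h at 37 °C static, read 1 h later / Measured by: luminescence of released adenylate kinase using an AK detection reagent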
The depositor's hits bear a star; ? = inconclusive; . = not tested or not shown; & = joins results of further samples; [ ] = remark or other dose.

Molecule	FN deposition inh	GSIS activator	F508del corr	miR122 inh	C2C12 statin	PglD DTNB	PGC1a acetyl inh	Cneo AK release
C[C@H](NC(=O)[C@@H]1Cc2ccccc2CN1C(=O)OC(C)(C)C)C(=O)NCc1ccco1	2	15	4.5	-2	-4	5	-15	-2
CC(C)NC(=O)Nc1ccc2c(c1)C(=O)N([C@@H](C)CO)C[C@@H](C)[C@@H](CN(C)Cc1ccc(Cl)c(Cl)c1)O2	-1	-4	-2.1	1[16.7 µM]	6	0	-1	1
CN1C(=O)c2cc(NC(=O)C3CCOCC3)ccc2OC[C@H]2O[C@H](CC(=O)NCC3CC3)CC[C@H]21	2	8	2.2	-1[16.7 µM]	-11	5	9	-4
C[C@H]1CN([C@@H](C)CO)C(=O)c2cc(-c3ccccc3)cnc2O[C@@H]1CN(C)C(=O)Cc1ccccn1	-21	19	-0.2	3[16.7 µM]	20	4	11	6
CN1C(=O)c2cc(NC(=O)C3CCOCC3)ccc2OC[C@H]2O[C@H](CC(=O)NCCc3ccncc3)CC[C@@H]21	5	26	.	.	-7	3	.	6
CCOc1ccc(OCC)c(NC(=O)CSc2nnc(-c3cccnc3)o2)c1	3	.	.	-3	.	0	.	2
Cn1c(=O)c2c(ncn2CC(=O)OCC(=O)Nc2ccc(F)cc2F)n(C)c1=O	.	3	0.4	.	3	3	.	-3
O=C(Nc1ccc2oc(Cc3ccc(Cl)cc3)nc2c1)c1cccnc1	.	-13	.	2	17	-4	8	0
CC1(Oc2cccc(Cl)c2)CCN(Cc2ccc(OC(F)(F)F)cc2)C1 (stereo unspecified)	-4	-27	-0.7	1	7	-3	.	0
COc1ccc(C2/C=C\CN(C(=O)c3ccccc3)CC(=O)N2Cc2ccc(F)cc2)cc1 (stereo unspecified)	14	.	-0.2	-1	-3	1	5	1
COc1ccc(CCNC(=O)CSc2nc3ccccc3o2)cc1OC	5	.	.	-2	8	-3	11	-1
COc1ccc(OC)c(NC(=O)CSc2nnc(-c3ccco3)n2-c2ccc(C(=O)O)cc2)c1	15	.	.	5	-5	-4	-7	1
CCOc1ccc(NC(=S)N2CCC(NC(=O)c3ccccc3C)CC2)cc1	-5	9	-0.5	-8	5	4	.	-3
Cc1[nH]c(=S)[nH]c(=O)c1Cc1ccccc1	.	12	1.9	-1	-18	-5	5	3
C[C@H]1CN([C@@H](C)CO)C(=O)Cc2cc(NC(=O)c3ccncc3)ccc2O[C@H]1CN(C)CC1CCCCC1	.	3	-0.5	-10[16.7 µM]	3	2	1	13

Following part
Molecule	FN deposition inh	GSIS activator	F508del corr	miR122 inh	C2C12 statin	PglD DTNB	PGC1a acetyl inh	Cneo AK release
CN1[C@@H]2c3ccc(/C=C/c4ccccc4)c(=O)n3C[C@@H]2[C@@H](CO)[C@@H]1C(=O)N1CCCCC1	.	-1	0.9	-1[16.7 µM]	-3	2	.	3
O=C1[C@H]2[C@@H](c3ccccc3)N[C@]3(CCCN(Cc4ccccc4)C3=O)[C@H]2C(=O)N1Cc1ccccc1	-3	.	-3.1	1	1	-3	-6	1
CCCc1nc2ccc(C)cn2c1Cc1cccc(F)c1	-11	-8	-1.3	6	-5	5	5	11
CSCCCc1cn([C@@H](CO)C(=O)NCCCCCCCCCCC(=O)N2CCNCC2)nn1	-4	-4	-3.2	-2	7	-2	9	-1
CC(Oc1ccc2c(-c3ccccc3)cc(=O)oc2c1)C(=O)NC(Cc1c[nH]c2ccccc12)C(=O)O (stereo unspecified)	-4	.	0.2	.	4	2	9	4
CN(C)Cc1cc(C(C)(C)C)c(O)c(C(C)(C)C)c1	-11	.	.	-6	.	-7	6	0
O=C(O)Cc1ccc(NS(=O)(=O)c2ccc3ccccc3c2)cc1	2	6	0.1	-6	-5	-2	5	1
CCC(=O)N1CC[C@@H]2[C@@H](CO)Nc3ccc(C#Cc4ccccc4)cc3[C@@H]21	7	-2	-3.1	-7[16.7 µM]	-9	-4	2	-10
COc1ccc(CCC(=O)O)cc1OC	1	54	-3.9	.	.	.	5	.
CCCOC(=O)c1cc(NC(=O)/C=C/c2ccccc2)ccc1O	17	-15	0.9	-3	.	.	-7	.
CC(C)COC(=O)N(C)C[C@H]1OCc2cn(nn2)CCCC(=O)N([C@H](C)CO)C[C@H]1C	-10	-5	1.4	-1[16.7 µM]	25	0	3	-8
O=C(C[C@H]1C=C[C@H](NC(=O)Nc2cc(F)ccc2F)[C@H](CO)O1)Nc1ccc(-c2ccccc2)cc1	7	-10	-1.0	.	-3	-1	5	1
C=CC[n+]1c(-c2ccc(OC)cc2)csc1NNC(=O)Nc1ccccc1	.	-4&9	0.5	-2	-31	-2	9	1
CCS(=O)(=O)NCC(c1cccnc1)N1CCN(c2ccccc2OC)CC1 (stereo unspecified)	5	8	1.7	.	7	1	.	0
COc1cc2[nH]c(=S)nc(NCc3cccnc3)c2cc1OC	0	-3	-0.3	-7	-6	-2	.	-3

(listing goes on)
Molecule	FN deposition inh	GSIS activator	F508del corr	miR122 inh	C2C12 statin	PglD DTNB	PGC1a acetyl inh	Cneo AK release
C[C@H](CO)N1C[C@H](C)[C@@H](CN(C)C(=O)c2ccc(F)cc2)Oc2ncc(C3=CCCC3)cc2C1=O	.	-10	2.9	9[16.7 µM]	44	0	-23	4
Cc1noc(C)c1NC(=O)N[C@H]1C=C[C@H](CC(=O)NCCCN(C)C)O[C@@H]1CO	5	5	-1.8	.	5	0	-5	-2
CCOC(=O)c1ccc(-n2c(O)c(/C=N/NC(=O)C3COc4ccccc4O3)c3ccccc3c2=O)cc1 (stereo unspecified)	-11	.	-4.5	-4	.	-21	-4	0
COc1ccccc1Oc1c(C)oc2c(CN3CCOCC3)c(O)ccc2c1=O	-4	-5	0.1	.	.	.	9	.
COc1cc(C(C[N+](=O)[O-])c2c(N)n(C)c(=O)n(C)c2=O)ccc1O (stereo unspecified)	0	-35	1.9	.	.	.	-36	.
O=C(C[C@H]1C[C@@H]2c3cc(NC(=O)C4CCC4)ccc3O[C@@H]2[C@H](CO)O1)NC1CCCC1	-6	10	0.1	1[16.7 µM]	5	0	-1	61
C[C@@H]1CN([C@H](C)CO)C(=O)c2cc(-c3ccccc3F)cnc2O[C@@H]1CN(C)C(=O)c1ccccn1	0	16	-0.5	-1[16.7 µM]	-3	2	0	-1
N/C(Cc1ccc([N+](=O)[O-])cc1)=N\OC(=O)c1ccccc1Br	3	-24	.	-3	-9	-2	.	7
O=C1Nc2ccccc2/C1=N\N=C\C1=C(N2CCOCC2)C(=C\c2ccccc2)/CC1	3	.	.	3	-7	2	-13	4
COc1ccc(C2CC(C(F)(F)F)n3ncc(C(=O)Nc4c(C)n(C)n(-c5ccccc5)c4=O)c3N2)cc1 (stereo unspecified)	7	.	.	-7	10	4	0	-1
Cc1ccc(Cl)cc1N1CCN(S(=O)(=O)c2ccc3[nH]c(=O)c(=O)[nH]c3c2)CC1	-1	2	0.7	-6	-3	-2	1	-2
C[C@@H](NC(=O)c1nc[nH]c1C(=O)N(C)Cc1ccccc1)c1ccccc1	2	-20	-0.6	.	2	-4	.	1
O=C(CCc1nc2ccccc2c(=O)[nH]1)Nc1ccc(Cl)c(Cl)c1	6	-6	.	1	.	1	.	-2
COC(=O)N[C@@H]1C[C@H]2[C@@H]3CC[C@H]4C[C@@H](OC)CC[C@]4(C)[C@H]3CC[C@@]12C	1	-19	-1.8	5	-11	-1	11	-4
CCCCNC(=O)c1ccc2c(OCC)n(CCCC)nc2c1	4	19	1.2	.	4	3	.	6

(cont.)
Molecule	FN deposition inh	GSIS activator	F508del corr	miR122 inh	C2C12 statin	PglD DTNB	PGC1a acetyl inh	Cneo AK release
Cc1ccc(-n2c(O)c(C=NCc3ccccn3)c3ccccc3c2=O)cc1	-1	1	1.4	-3	-4	-6	-2	-2
COCc1nnc(NC(=O)c2sc3ccccc3c2Cl)s1	-5	.	.	-6	5	-5	1	-9
Cc1ccc(N(CC(=O)NC2CCCCC2)C(=O)CCC(=O)Nc2nccs2)cc1	-2	-2	0.4	.	29	0	.	-1
C[C@H](CO)N1C[C@H](C)[C@H](CN(C)Cc2cccnc2)OCc2cn(nn2)CCCC1=O	-7	10	1.1	2[16.7 µM]	-7	0	7	6
COC(=O)c1cc(NC(=O)c2cc3ccccc3o2)cc(C(=O)OC)c1	2	-9	1.2	2	3	5	8	3
CCN1C[C@@H]2[C@@H]3C(=O)N(Cc4ccccc4)C(=O)[C@@H]3[C@](Cc3ccccc3)(C1=O)N2C(=O)c1ccc(C(F)(F)F)cc1	6	-25	0.9	-1	11	-9	-6	3
Cc1ccc(C(=O)CSc2ccc(-c3ccccc3)nn2)cc1	-3	5	-4.5	-2	.	-3	-3	5
C[C@H]1CN([C@@H](C)CO)C(=O)c2cc(NC(=O)CCCN(C)C)ccc2O[C@@H]1CN(C)S(=O)(=O)c1cn(C)cn1	.	14	0.0	-1[16.7 µM]	.	-2	-2	2
CCOc1ccc(CN2CCNC(=O)C2CC(=O)NCc2csc(C)n2)cc1 (stereo unspecified)	-13	4	-3.4	-5	.	-2	0	6
CN(C)C(=O)C[C@H]1C=C[C@H](NC(=O)C2CCC2)[C@H](CO)O1	3	10	1.9	.	-14	0	7	-1
COc1cccc(-c2cnc(OC(C)(C)C)nc2OC(C)(C)C)c1	0	.	.	2	-15	6	7	0
COC(=O)[C@]1(C)N[C@H](c2ccc(-c3cccc(Cl)c3)c(OC)c2)[C@@H]2C(=O)N(C)C(=O)[C@@H]21	8	-15	0.6	-1	-10	8	-8	1
COc1ccc2cc(CN(Cc3cccnc3)S(=O)(=O)c3ccccc3)c(=O)[nH]c2c1	.	0	1.3	8	.	.	21	.
C[C@@H]1CN([C@H](C)CO)C(=O)CCCn2nncc2CO[C@H]1CN(C)C(=O)C1CC1	14&-4	27&-10	-1.3&-0.5	-4	-4&-2	-1&1	?	-2&-6
CCCCn1c2c(cc(C(=O)OC)c1=O)C(=O)CCC2	10	3	-1.6	1	13	-6	7	0

(continued)
Molecule	FN deposition inh	GSIS activator	F508del corr	miR122 inh	C2C12 statin	PglD DTNB	PGC1a acetyl inh	Cneo AK release
Cc1noc(C)c1NC(=O)N(C)C[C@H]1Oc2ccc(NC(=O)Cn3cnnn3)cc2CC(=O)N([C@@H](C)CO)C[C@H]1C	-12	1	-2.5	1[16.7 µM]	-8	0	1	-2
CC(C)NC(=O)N(C)C[C@@H]1OCCCC[C@H](C)Oc2ccc(NC(=O)NC3CCCCC3)cc2C(=O)N([C@@H](C)CO)C[C@H]1C	-12	-16	3.1	-6[16.7 µM]	41	.	-12	.
Oc1ccc2ccccc2c1CN1CCCCC1	2	-23	-2.4	.	6	-5	-104	0
O=C(CCc1ccccc1)N1CCN(c2ccc(Cl)cc2)CC1	2	.	.	.	18	-2	16	7
CCOc1ccc2nc(NC(=O)C3(C)CC3(Br)Br)sc2c1 (stereo unspecified)	4	-4	0.8	12	.	-3	-14	-22
C[C@@H]1CN([C@@H](C)CO)C(=O)c2cc(-c3ccccc3)cnc2O[C@H]1CN(C)C(=O)c1ccccn1	.	4	-0.5	-2[16.7 µM]	-9	3	-1	-3

Screens from PubChem BioAssay.
